Compound activity deposited in PubChem BioAssay by National Center for Advancing Translational Sciences (NCATS).
ATXN2 expr inh = inhibitors of ATXN2 expression. HEK-293 ATXN2-luciferase reporter, luminescence, 24 h. Potency, µM (highest dose often 57 µM), without a hit: at the top dose activity change, negative = inhibition, hits mostly inhibitors. 360,000 tested, 0.72% active; note: potency is the fitted concentration of half-maximal effect; % is set by controls: 0 for no effect and ±100 for the full control effect; nearly all actives have a fitted effect of over 55% in size
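ATXN2-luciferase reporter cells (luciferase flanked by upstream and downstream ATXN2 gene portions) were treated 24 h at 37 °C with compounds at up to 57 uM. SteadyGlo luminescence gave expression; GF-AFC fluorescence gave viability.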
HepG2 tox = counter-screen for TGF-b inhibitors: cytotoxicity in HepG2 cells; Potency, µM (top dose mostly 46.1 µM), for the others: at the highest dose activity change, negative = cytotoxicity, most hits filed as cytotoxic; 410,000 tested, 0.76% active; HepG2 CAGA-GFP viability, ATP luminescence, 18 h; note: potency is the fitted concentration of half-maximal effect; some results filed as inactive show a strong effect at the top dose
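HepG2 CAGA-GFP cells (1000/well, DMEM with 1% FBS) received compound, then TGF-beta at 500 pg/mL final, and were incubated 18 hours at 37 degrees C. Viability was read by CellTiter-Glo luminescence. Media-only wells were set as complete cell-killing and DMSO as no toxicity.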
MCF10A rerep = induces DNA re-replication in MCF 10a normal breast cells | MCF 10A DNA re-replication, Hoechst nuclear intensity, 48 h | Potency, µM (series often up to 46.1 µM), inactives show top-dose activity, positive = re-replication, usual class: activators | 350,000 tested, 2.9% active; note: potency is the fitted concentration of half-maximal effect; % of control where 0% means no effect; nearly all actives have a fitted effect of over 50% in size
Nrf2 activator = activators of Nrf2 (ARE) signaling; AREc32 ARE-luciferase reporter (MCF7-derived line), luminescence, 24 h; Potency, µM (series often up to 46.1 µM), without a hit: at the highest dose activation, most hits filed as activators; 410,000 tested, 0.31% active; note: potency is the fitted concentration of half-maximal effect; % of control where 0% means no effect; nearly all actives have a fitted effect of over 65% in size
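Steps: seed AREc32_Fluc cells (1000/well, 5% FBS OPTI-MEM); incubate overnight at 37 deg C; add 23 nL compound; incubate 24 hr; add Steady-Glo; hold 30 min RT; read luminescence.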
TGFb SMAD3 inh = blocks TGF-b signaling. AID 588855. HepG2 CAGA-GFP TGF-b/SMAD3 reporter, GFP fluorescence, 18 h; TGF-beta stimulated, 500 pg/mL final. Potency, µM (highest dose often 46.1 µM), inactives show top-dose activity, negative = inhibition, usual class: inhibitors. 410,000 tested, 1.2% active; note: potency is the fitted concentration of half-maximal effect; % is set by controls: 0 for no effect and ±100 for the full control effect; nearly all actives have a fitted effect of over 65% in size
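Inhibition of TGF-beta-driven CAGA-GFP reporter expression in HEPG2 cells is measured by cellular GFP fluorescence after 18 h stimulation with 500 pg/mL recombinant TGF-beta in 1% FBS medium at 37 degrees C.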
IL1B secr inh = inflammasome signaling inhibition, IL-1 beta readout | 360,000 tested, 4.7% active | THP-1 LPS/ATP IL-1B secretion, AlphaLISA, 16 h; hits give low values | activity change, % at 57.5 µM; in the data active = activity change below about -50%; inconclusive = mostly about -30% to -49%; note: % is set by controls: 0 for no effect and ±100 for the full control effect
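Secreted IL-1B measured by AlphaLISA bead assay after 16 h compound exposure of THP-1 cells; compounds (final up to 57.5 uM) added 1 h before LPS (250 ng/mL) and ATP (1.25 mM) stimulation; lower signal means less secretion.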
S2 tox = viability counter-screen for ATXN expression inhibitors | Potency, µM (doses to about 56.7 µM), actives largely listed as cytotoxic | 400,000 tested, 0.49% active | S2 cells (HEK-293 line with an ATXN2-luciferase reporter) viability, CellTiter-Fluor protease fluorescence, 24 h; note: potency is the fitted concentration of half-maximal effect; nearly all actives have a fitted effect of over 40% in size
A549 viability = counter-screen for Nrf2 inhibitors: cytotoxicity in A549 cells | A549 ARE-Fluc cells, CellTiter-Fluor viability, 18-24 h | Potency, µM (titrated, usually from 46 µM), without a hit: top-dose activity change, negative = cytotoxicity, actives largely listed as inhibitors | 390,000 tested, 0.16% active | AID 504648; note: potency is the fitted concentration of half-maximal effect; % is set by controls: 0 for no effect and ±100 for the full control effect
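A549 ARE-Fluc cells in 5% FBS OPTI-MEM, 5000 cells/well, rested 2 h then exposed to compounds in concentration-response for 18-24 h at 37 °C. Viability by CellTiter-Fluor fluorescence (Ex 405/Em 525) after 30 min; luciferase luminescence (BugLite, 15 min, RT) read afterwards.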
Nrf2 inh = Nrf2 pathway inhibition; Potency, µM (series often up to 46 µM), inactives show top-dose activity change, negative = inhibition, hits mostly inhibitors; A549 ARE-Fluc reporter, luciferase luminescence, 18-24 h; 360,000 tested, 2.1% active; note: potency is the fitted concentration of half-maximal effect; % is set by controls: 0 for no effect and ±100 for the full control effect; nearly all actives have a fitted effect of over 60% in size
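Two sequential reads on A549 ARE_Fluc cells exposed to compound for 18-24 h: a CellTiter-Fluor fluorescence read for viability, then a luciferase luminescence read for Nrf2/ARE activity.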
The depositor's hits bear a star; i = inactive; ? = inconclusive; / = no result given; & = joins results of further samples; [ ] = dose if it differs, or a comment. Unless noted, calls come from the whole dose curve; as a rule, active = well fitted curve in the direction sought with a large enough effect; inconclusive = small, poorly fitted or top-dose-only effect, or another doubt; inactive = no such curve, though single readings can be large; an effect the other way counts as inactive or inconclusive.

SMILES	ATXN2 expr inh	HepG2 tox	MCF10A rerep	Nrf2 activator	TGFb SMAD3 inh	IL1B secr inh	S2 tox	A549 viability	Nrf2 inh
O=c1[nH]c(/C=C/c2ccc(Cl)cc2Cl)c([N+](=O)[O-])c(=O)[nH]1	/	3%	?	11%	0%	-8	i	-4%	4%
CCOC(=O)c1[nH]c2c(c1Cc1ccccc1OC)C(=O)CC(c1ccc(OCC)cc1)C2 (stereo unspecified)	1%	4%	/	-0.9%	-19%	/	i	1%	?
COc1ccc(/C=C/C(=O)OCC(=O)NCCC2=CCCCC2)cc1	-13%	-11%	?	0.1%	-15%	4	i	-3%	22%
O=C1NC[C@@H](Cc2ccc(O)cc2)N(CCc2cccc3ccccc23)C1=O	1%	-8%	1%	-0.7%	-2%	-21	i	-2%	?
O=C(O)CCCn1cc(NC(=O)COc2ccc([N+](=O)[O-])cc2)cn1	-4%	1%	-13%	-0.3%[9.22 µM]	-1%	-8	i	1%	5%
O=C1CCNc2c(Cl)cccc21	-13%	7%	0%	-0.7%	-14%	32	?	5%	6%
O=C(Nc1nnc([C@@H]2O[C@H](CO)[C@@H](O)[C@H]2O)s1)Nc1ccccc1C(F)(F)F	10%	7%	/	0.3%[9.22 µM]	4%	9	?	/	/
O=C(Nc1ccccn1)C12CC3CC(C1)CC(C(=O)Nc1ccccn1)(C3)C2	-2%	-14%	1%	3.1%	7%	4	?	2%	-12%
COc1cccc(NC(=O)CN(C)C(=O)c2cc(-c3ccccc3)nn2-c2ccccc2)c1	-10%	-7%	0%	0.6%	-12%	?	i	-8%	-11%
Cc1ccc(S(=O)(=O)N(CC(O)Cn2c3ccccc3c3ccccc32)c2cccc(C(=O)NCCO)c2)cc1 (stereo unspecified)	?	16µM*	/	-2.5%	13µM*	/	/	-11%	?
CCc1nnc2c(N(C)S(=O)(=O)c3ccc(C)cc3)nc3ccccc3n12	0%	-8%	4%	0.0%	7%	25	i	-7%	-1%
c1cncc(-c2ccc3[nH]ccc3c2)c1	72%[activator]	-17%	4%	0.7%	4%	-3	i	-3%	22%
COc1cc2c(cc1NC(=O)/C=C/c1cc(OC)c(OC)c(OC)c1)oc1ccccc12	-23%	-10%	27%	3.9%	-10%	0	i	10%	-28%
Cc1cccnc1NC(=O)CCCN1C(=O)c2ccccc2C1=O	-8%	-11%	4%	0.1%	8%	20	i	1%	4%
CN1CCN(C(=O)c2ccccc2NC(=O)c2ccccc2)CC1	0%	5%	-2%	-0.6%	3%	34	i	0%	-1%
CC(=O)Nc1ccc(NC(=O)C2CCCN2S(=O)(=O)c2cccc3nsnc23)cc1 (stereo unspecified)	-11%	0%	0%	-0.1%	2%	30	i	-1%	-24%
N/C(=N\O)c1ccc(NC(=O)c2ccc(Br)o2)cc1	2%	-3%	1%	0.6%	1%	-2	i	-1%	14%
CCCN1CCN(CCCNC(=O)Cn2nc(CC)n3c(cc4occc43)c2=O)CC1	32%	-8%	/	7.4%	-1%	/	i	5%	6%
CCn1ccnc1CN(C)C(=O)c1cc(COc2ccccc2SC)on1	55%[activator]	1%	?	4.1%	-12%	i	i	15%	?
COc1ccc(C2/C=C\CN(C(=O)C3CC3)CC(=O)N2Cc2ccc(F)cc2)cc1 (stereo unspecified)	-2%	-1%&-10%	0%	1.5%	-20%&-1%	13	i	0%&-8%	7%&-17%
CCC1=Nc2cc(C(=O)NCCN3CCCC3)ccc2Sc2ccc(C)cc21	-16%	-16%	17%	0.3%	-8%	?	i	5%	-1%
Cc1ccc(NC(=O)CN2c3cccc4cccc(c34)S2(=O)=O)cc1	-1%	-25%	?	-0.5%	?	-17	i	-7%	-20%
CCn1c(=O)c2c(nc3n2CC(C)CN3CCc2ccccc2)n(C)c1=O (stereo unspecified)	-8%	-46%	21%	0.6%	2%	-1	i	-2%	-40%
Cc1ccc(S(C)(=O)=O)cc1C(=O)Nc1cccc(S(=O)(=O)N2CCCCCC2)c1	-13%	-44%	4%	0.1%	?	15	i	-8%	-1%
Cc1nc2cc(-c3ccccc3)nn2c(C)c1CCC(=O)N1CCN(c2ccc(F)cc2)CC1	?	-16%	/	-2.2%	-5%	/	i	-5%	5.2µM*
O=C(CN1CCC(C(=O)c2cccc(F)c2)CC1)NCc1cccs1	/	-13%	21%	3.2%	-11%	14	i	-1%	?
Cc1ccc(C)c(-n2c(CNC(=O)c3ccco3)nnc2SCC(=O)N2CCc3ccccc32)c1	-16%	-2%	3%	-0.7%	-21%	-3	i	0%	-19%
O=C(/C=C/c1cccs1)c1ccc(N2CCOCC2)cc1	/	-6%	?	0.3%	-25%	-69*	?	-6%	?
Cn1cc(CN2CCC(Oc3ccc(C(=O)N4CCCCC4)cc3)CC2)cn1	-20%	-3%	11%	-0.6%	-1%	3	i	-19%	16%
O=C(N/N=C/c1ccc([N+](=O)[O-])o1)c1cc(-c2cccc(Br)c2)nc2ccccc12	?	-65%	29%	?	-11%	-66*	?	?	13µM*

In another format: results already given
| molecule | ATXN2 expr inh | HepG2 tox | MCF10A rerep | Nrf2 activator | TGFb SMAD3 inh | IL1B secr inh | S2 tox | A549 viability | Nrf2 inh |
| --- | --- | --- | --- | --- | --- | --- | --- | --- | --- |
| CCC1=Nc2cc(C(=O)NCCN3CCCC3)ccc2Sc2ccc(C)cc21 | -16% | -16% | 17% | 0.3% | -8% | ? | i | 5% | -1% |
| Cc1ccc(NC(=O)CN2c3cccc4cccc(c34)S2(=O)=O)cc1 | -1% | -25% | ? | -0.5% | ? | -17 | i | -7% | -20% |

The results go on.
SMILES	ATXN2 expr inh	HepG2 tox	MCF10A rerep	Nrf2 activator	TGFb SMAD3 inh	IL1B secr inh	S2 tox	A549 viability	Nrf2 inh
CCC(C)NC(=S)Nc1ccc2nc(N3CCN(CC)CC3)cc(C)c2c1 (stereo unspecified)	/	-45%	?	-0.6%	1%	1	i	12%	6%
COc1ccc(C(CNC(=O)C(=O)Nc2ccc3c(c2)OCO3)N2CCN(C)CC2)cc1 (stereo unspecified)	-16%	0%	0%	-0.6%	7%	?	i	3%	9%
CCOC(=O)c1cc2c(=O)[nH]ccc2nc1C(F)(F)F	5%	-64%	0%	0.1%	0%	5	i	-2%	-11%
CCOC(=O)c1c(NC(=O)CCC(=O)O)sc2c1CC(C)(C)OC2	2%[11.3 µM]	-5%	-4%	0.9%	4%	19	i	-1%	-9%
COc1cccc(NC(=O)CSc2nncn2-c2ccccn2)c1	5%	3%	2%	-0.8%	8%	-8	i	2%	24%
O=C(O)c1ccc2c(c1)-c1nc3ccccc3n1C2=O	1%	5%	6%	0.2%	-21%	-19	i	-7%	-16%
O=C(COc1ccc(S(=O)(=O)N2CCCC2)cc1)Nc1ccc2c(c1)OCCO2	3%	1%	-54%[inhibitor]	2.7%	19%	12	i	-10%	?
COc1ccc(S(=O)(=O)Nc2cccc(N(C)S(C)(=O)=O)c2)cc1C	-11%	4%	-8%	3.0%	-3%	10	i	2%	?
CCOc1nc(Nc2ccc(OC)c(Cl)c2)nc(N2CCN(c3ccc(OC)cc3)CC2)n1	-6%	-32%	3%	5.1%	?	?	i	-7%	/
Cc1ccc(-n2c(C3CC3c3ccc(Cl)cc3)n[nH]c2=S)cc1 (stereo unspecified)	20%	-36%	?	3.4%	-24%	63	i	-1%	/
COc1ccc(N(CC(=O)Nc2cc(OC)ccc2OC)S(C)(=O)=O)cc1	-5%	4%	-1%	-0.2%	7%	0	i	-4%	5%
CC(C)CCNC(=O)C1CC(c2ccccc2[N+](=O)[O-])=NO1 (stereo unspecified)	33%[activator]	-13%	-15%	8.3%	1%	23	i	-6%	?
CCOC(=O)C1CCCN(C(=O)c2ccc3c(c2)CCO3)CC1 (stereo unspecified)	-1%	1%	/	0.8%	30%	17	i	/	/
COc1cc(C=O)cc(Cl)c1OC(=O)N1CCOCC1	-6%	17%	-2%	0.2%	0%	4	i	1%	-7%
Nc1nnc(SCC(=O)Nc2ccc(N3CCOCC3)c(Cl)c2)s1	2%	28%	7%	4.1%	20%	i	i	11%	4%
Oc1ccc(NC(=S)N=Nc2c(O)[nH]c3ccc(Br)cc23)cc1	?	22µM*	?	1.7%	?	-64*	?	-25%	-3%
Cc1ccc(CCN2C(=O)CCC2(C)C(=O)NCc2cccnc2)cc1 (stereo unspecified)	-5%	-1%	3%	-0.6%	-3%	-2	i	16%	?
COc1cccc(-n2nc(-c3ccnn3-c3ccccc3)c(=O)n(C)c2=O)c1	-4%	-9%	5%	0.2%	37%[activator]	?	i	2%	/
CCC1(c2ccccc2)NC(=O)N(CC(=O)Nc2cc(Cl)ccc2N2CCOCC2)C1=O (stereo unspecified)	0%	3%	6%	0.0%	3%	4	i	2%	-4%
O=C(NC1CCCCC1)c1sc(N2CCOCC2)nc1-c1ccccc1	3%	6%	5.8µM*	0.0%	2%	17	i	-1%	-3%
CC(NC(=O)c1cccc(S(=O)(=O)N2CCc3ccccc3C2)c1)c1ccco1 (stereo unspecified)	7%	-11%	1%	-0.3%	-44%	6	?	2%	2%
COc1ccccc1NC(=O)CSc1nc2ccccc2cc1Cc1ccccc1	4%	-21%	9%	0.3%	-16%	-8	i	-3%	-16%
COc1ccc(OC)c(NC(=O)COC(=O)/C=C/c2ccco2)c1	/	-6%	-5%	26%	8%	-4	i	1%	15%
CCN(CC)Cc1c(C(=O)N/N=C/c2cccc(OCc3ccc(F)cc3)c2)nnn1-c1nonc1N	2%	-1%	11%	0.2%	1%	?	i	-2%	2%
OCCN1CCN(CC(O)C(F)(F)F)CC1 (stereo unspecified)	-8%	10%	0%	-0.4%	7%	-22	i	-1%	7%

The order is random. About 8.8% of those tested had a hit in this group.
